# Fh CTSL1 inh – counter-screen for PFM18AAP inhibitors: inhibitors of F. hepatica cathepsin L1; 300,000 compounds, 0.49% hits; recombinant F. hepatica cathepsin L1, Z-Leu-Arg-MCA fluorescence; inhibition, % at 5.96 µM; AID 1906;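 active = inhibition above the mean of all tested compounds plus 3 SD, set per screening campaign, cut at about 17% in these data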;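 note: 0% = plate median of test compound wells and 100% = 1 µM Z-Phe-Ala-diazomethylketone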
# procasp3 activ – procaspase-3 (human) activation | P42574 | recombinant procaspase-3 D3A, Ac-DEVD-pNA absorbance 405 nm | activation, % at 8.5 µM | 330,000 compounds, 0.11% hits;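 active = activation above the mean of all tested compounds plus 3 SD, cut at about 21% in these data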;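 note: 0% = DMSO alone and 100% = DMSO wells spiked with extra 5 µM PC-3 D3A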
#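 Technique: 405 nm absorbance of p-nitroaniline, reads at 0 and 120 min; Test system: Procaspase-3 D3A mutant; Incubation: 1 h enzyme-compound preincubation, then 2 h substrate reaction, 25 °C; Repeats: singlicate, each compound tested once; Benchmarks: low control DMSO wells, high control DMSO plus 5 µM PC-3 D3A.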
# PP1 counter – counter-screen for PP5 inhibitors: inhibitors of human PP1-alpha; 320,000 compounds, 0.9% hits; inhibition, % at 6.7 µM; P62136; purified PP1alpha, OMFP fluorescence;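 active = inhibition above the mean inhibition of all tested compounds plus 3 SD, computed separately for each screening campaign, cut at about 15% in these data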
# Target sequence (P62136 whole entry, looked up): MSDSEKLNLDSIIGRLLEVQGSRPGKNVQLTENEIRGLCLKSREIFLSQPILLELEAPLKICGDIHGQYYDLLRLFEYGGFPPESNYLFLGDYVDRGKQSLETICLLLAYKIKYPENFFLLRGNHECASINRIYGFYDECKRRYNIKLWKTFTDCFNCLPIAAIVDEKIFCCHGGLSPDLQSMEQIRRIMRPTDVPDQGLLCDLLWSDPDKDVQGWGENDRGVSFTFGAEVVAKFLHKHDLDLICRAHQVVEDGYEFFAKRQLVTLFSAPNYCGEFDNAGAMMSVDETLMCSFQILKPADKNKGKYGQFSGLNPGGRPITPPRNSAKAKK
# PAFAH2 inh – PAFAH2 (human) inhibition; 340,000 compounds, 0.99% hits; AID 492956; recombinant PAFAH2, FP-rhodamine activity probe, fluorescence polarization; Q99487; inhibition, % at 3.39 µM;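 active = inhibition above the mean over all tested compounds plus 3 SD, cut at about 30% in these data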;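 note: inhibitors block probe labeling of enzyme so polarization drops; 0% = enzyme with DMSO and 100% = wells lacking PAFAH2 protein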
# TPT1 inhibitor – inhibitors of Candida albicans tRNA 2'-phosphotransferase TPT1; inhibition, % at 5 µM; 300,000 compounds, 0.81% hits; recombinant caTPT1, FP RNA substrate dephosphorylation;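 active = inhibition above the mean of all tested compounds plus 3 SD, set per screening campaign, cut at about 24% in these data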;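 note: plate controls were DMSO alone for no effect and ferristatin control at 100 nM for full effect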
# AHR activator – activators of human aryl hydrocarbon receptor | P35869 | activation, % at 5 µM | AHR-responsive luciferase reporter cells, luminescence | 320,000 compounds, 2.5% hits; in the data active = activation above about 47%;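 note: 0% = vehicle wells and 100% = reference agonist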
# PP5 primary – inhibitors of human protein phosphatase 5 (PP5). P53041. inhibition, % at 6.7 µM. 320,000 compounds, 0.18% hits. AID 1987. purified PP5c, OMFP substrate fluorescence;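 active = inhibition above the campaign's mean inhibition across all tested compounds plus 3 SD, cut at about 9.5% in these data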;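 note: 0% = DMSO only and 100% = 100 µM cantharidin control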
# Target sequence (P53041 whole entry, looked up): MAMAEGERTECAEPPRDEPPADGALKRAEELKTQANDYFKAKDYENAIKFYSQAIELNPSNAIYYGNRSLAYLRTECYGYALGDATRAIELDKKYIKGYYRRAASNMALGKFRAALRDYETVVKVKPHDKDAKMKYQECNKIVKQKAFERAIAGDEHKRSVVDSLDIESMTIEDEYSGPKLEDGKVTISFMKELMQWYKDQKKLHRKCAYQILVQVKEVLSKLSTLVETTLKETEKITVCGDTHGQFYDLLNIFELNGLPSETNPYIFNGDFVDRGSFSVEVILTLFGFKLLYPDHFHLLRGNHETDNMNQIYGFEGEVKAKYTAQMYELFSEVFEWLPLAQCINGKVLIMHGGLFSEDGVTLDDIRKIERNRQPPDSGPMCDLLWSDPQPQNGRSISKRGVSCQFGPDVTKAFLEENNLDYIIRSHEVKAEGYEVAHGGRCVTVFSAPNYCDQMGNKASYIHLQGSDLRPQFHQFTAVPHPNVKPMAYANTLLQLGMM
# proCasp7 act – counter-screen for procaspase-3 activators: activators of human procaspase-7; activation, % at 8.5 µM; recombinant procaspase-7, Ac-DEVD-pNA absorbance 405 nm; D23A/D198A/D206A triple mutant, cannot self-cleave; scale: DMSO 0, 5 µM enzyme 100; AID 463210; P55210; 330,000 compounds, 0.093% hits;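 active = percent activation above the screen-wide mean plus 3 SD, cut at about 25% in these data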
#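 Assay system – Uncleavable procaspase-7 mutant enzyme · Quantity – 2 µM procaspase-7 mutant as dispensed · Times – 1 h preincubation, 2 h reaction · Dosing – single nominal 8.5 µM compound dose, 0.8% DMSO final · Buffer or medium – Zinc-free 50 mM HEPES buffer, pH 7.4, with NaCl and Triton X-100 · Detection – Epi-absorbance of released pNA at 405 nm, two timepoints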
# core dimer inh – blocks dimerization of HCV core protein. TR-FRET GST/Flag-core106 dimerization, 1536-well. 300,000 compounds, 0.33% hits. inhibition, % at 5 µM. AID 1899;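 active = inhibition above the mean of all tested compounds plus 3 SD, set per screening campaign, cut at about 45% in these data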
#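 Material: Tagged HCV core106 pair (GST and Flag) | Amount: GST-core106 13.5 nM, Flag-core106 17 nM | Medium: KF-containing HEPES buffer, pH 7.45, DTT, CHAPS, BSA | Reagent: Eu donor and XL665 acceptor anti-tag antibodies | Schedule: 4 h at 22.5 °C | Technique: Time-resolved FRET, ex 340 nm, em 617 and 671 nm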
# * marks the source's active call; other numbers are inactive results; nt = no result given.
SMILES,Fh CTSL1 inh,procasp3 activ,PP1 counter,PAFAH2 inh,TPT1 inhibitor,AHR activator,PP5 primary,proCasp7 act,core dimer inh
CCN1C(C)=C(C)S/C1=C1\SC(=S)N(NC(C)=O)C1=O,5,-8,0,-16,-1,1,-2.4,-12,-19
C=CCn1c(SCC(=O)Nc2ccc3c(c2)OCO3)nnc1-c1ccccc1OC,1,-1,-1,-1,-4,14,2.8,5,5
COc1ccccc1CNC(=O)CCCC(=O)n1nc(C)c2ccccc21,-2,2,-3,-7,-1,4,2.6,-8,-1
OCCCNCc1cccc2ccccc12,-2,-3,-1,4,-1,0,-0.9,-2,-2
Cc1cc(C)n2cc(CSc3nncn3C)nc2n1,0,-7,1,-7,3,0,3.2,5,-1
Cc1cc(C)c(S(=O)(=O)c2cccc(Br)c2C)c(=O)[nH]1,-3,5,-3,3,0,4,-1.6,0,5
CC(C(=O)N1CCN(Cc2ccc3c(c2)OCO3)CC1)n1cc([N+](=O)[O-])cn1 (stereo not drawn),1,2,-2,1,-1,1,1.6,3,1
O=S(=O)(c1ccccc1)N1N=C(c2ccccc2)CC1c1ccccc1 (stereo not drawn),1,5,5,1,-2,1,1.0,4,6
COc1ccc(/C=C/CN2CCC(Oc3ccc(C(=O)N4CCCCC4)cc3)CC2)cc1,2,-12,-3,-5,-2,-1,2.1,4,3
O=S(=O)(Cc1cc(-c2ccccc2)no1)c1ccccc1,4,7,0,-11,-4,2,-0.9,2,-1
CC(=O)N1CCCc2cc(S(=O)(=O)N3CCCC(C(=O)NCc4ccc(Cl)cc4)C3)ccc21 (stereo not drawn),0,4,0,12,-1,1,-0.7,5,-2
COCC1CCCN(Cc2nc(-c3ccc4c(c3)OCO4)no2)C1 (stereo not drawn),-1,4,-6,2,0,53*,-0.3,11,2
Cc1oc2c(CN3CCC(C)CC3)c(O)ccc2c(=O)c1-c1ccccc1,8,4,-1,-4,-16,1,-0.4,8,6
CC(Oc1cc2oc(=O)c3c(c2cc1Cl)CCCC3)C(=O)NCc1ccncc1 (stereo not drawn),-2,2,-4,2,1,-2,-1.7,8,1
COc1ccccc1C(=O)C1CCCN(C(=O)c2ccc3c(c2)OCCO3)C1 (stereo not drawn),-3,8,1,-6,-2,4,0.6,-3,-5
Cc1ccc(N(CC(=O)NCc2ccco2)C(=O)CNS(=O)(=O)c2ccccc2)c(C)c1,0,-1,8,-2,-1,-3,2.2,-2,-10
N#CCCn1cc(C(=O)N2CCCCC2)c(-c2cccc([N+](=O)[O-])c2)n1,2,3,8,4,-2,-2,-1.2,13,-1
CC(C)c1ccc(Oc2cccc(C(=O)/C(C#N)=C/N(C)C)c2)cc1,4,6,3,-1,-3,0,0.1,6,2
O=C(c1cccnc1)C1CCCN(Cc2nc(Cc3ccccc3F)no2)C1 (stereo not drawn),-1,-5,1,7,-6,0,3.8,7,0
COc1ccc(NC(=O)CSCC(=O)Nc2cc(Cl)ccc2N2CCCC2)cc1,-5,-4,-8,5,1,29,3.7,-18,0

# Profiles, quoted from the list:
# Cc1oc2c(CN3CCC(C)CC3)c(O)ccc2c(=O)c1-c1ccccc1 across the screens: Fh CTSL1 inh = 8; procasp3 activ = 4; PP1 counter = -1; PAFAH2 inh = -4; TPT1 inhibitor = -16; AHR activator = 1; PP5 primary = -0.4; proCasp7 act = 8; core dimer inh = 6
# COc1ccccc1C(=O)C1CCCN(C(=O)c2ccc3c(c2)OCCO3)C1 (stereo not drawn) across the screens: Fh CTSL1 inh = -3; procasp3 activ = 8; PP1 counter = 1; PAFAH2 inh = -6; TPT1 inhibitor = -2; AHR activator = 4; PP5 primary = 0.6; proCasp7 act = -3; core dimer inh = -5

# Returning to the listing with the 4 entries that preceded the break.
SMILES,Fh CTSL1 inh,procasp3 activ,PP1 counter,PAFAH2 inh,TPT1 inhibitor,AHR activator,PP5 primary,proCasp7 act,core dimer inh
N#CCCn1cc(C(=O)N2CCCCC2)c(-c2cccc([N+](=O)[O-])c2)n1,2,3,8,4,-2,-2,-1.2,13,-1
CC(C)c1ccc(Oc2cccc(C(=O)/C(C#N)=C/N(C)C)c2)cc1,4,6,3,-1,-3,0,0.1,6,2
O=C(c1cccnc1)C1CCCN(Cc2nc(Cc3ccccc3F)no2)C1 (stereo not drawn),-1,-5,1,7,-6,0,3.8,7,0
COc1ccc(NC(=O)CSCC(=O)Nc2cc(Cl)ccc2N2CCCC2)cc1,-5,-4,-8,5,1,29,3.7,-18,0
CC(=O)c1c(C)[nH]c(=S)c(C#N)c1-c1ccc(Cl)cc1,-1,-13,1,nt,0,2,-1.1,-30,13
O=C(NCc1ccc(F)cc1)C1CCN(S(=O)(=O)N2CCCC2)CC1,0,-5,3,0,-1,0,1.4,-2,0
O=C(Nc1ccc(S(=O)(=O)NCc2ccco2)cc1)c1cccc(F)c1,-2,5,0,9,-1,2,1.9,11,0
CCOc1ccccc1N1CC(C(=O)NCCc2ccc(S(N)(=O)=O)cc2)CC1=O (stereo not drawn),-3,4,-2,9,1,2,-1.2,3,-2
O=C(COC(=O)c1ccc(Cl)nc1)NCCc1ccccc1,nt,-10,nt,8,nt,1,nt,-5,nt
Cc1ccc(S(=O)(=O)N2CCN(C(=O)CSc3nc4ccccc4c(=O)[nH]3)CC2)cc1,2,7,0,1,5,2,0.4,6,23
Cc1oc2c(C)c3oc(=O)c(CC(=O)N[C@@H](CC(C)C)C(=O)N[C@@H](Cc4ccccc4)C(=O)O)c(C)c3cc2c1C,0,3,3,17,-5,0,1.4,-7,16
Cc1ccc(NC(=O)NCCCCc2ccccc2)cc1,0,-2,-3,-2,2,12,2.9,0,-5
O=C(Nc1ccc(Oc2ccc3ccccc3c2)cc1)c1ccco1,3,0,6,-17,-4,-4,3.0,3,1
CCOC(=O)N/N=C\c1ccc(-c2cc(Cl)ccc2Cl)o1,3,-1,-1,0,-2,14,-0.5,-6,-7
COc1ccc(Cl)cc1NC(=O)c1nnn(CC(=O)Nc2ccc(C)c(C)c2)c1N,-2,-2,12,-6,-1,7,0.9,1,26
O=C(CSc1cccc[n+]1[O-])Nc1c(Br)cc([N+](=O)[O-])cc1Br,3,1,-3,5,0,11,3.4,9,0
CCCn1c(SCC(=O)NCC(=O)Nc2ccc(F)c(F)c2F)nc2ccccc2c1=O,nt,4,3,6,nt,6,-0.2,6,nt
CCS(=O)(=O)NCc1cn2ccsc2n1,0,0,-7,-7,-1,1,0.2,11,-7
Cc1cc(NC(=O)CCCN2C(=O)/C(=C\c3cccs3)SC2=S)no1,1,10,1,5,-1,-4,1.9,-2,7
Cc1ccc(CC2C(=O)N(c3cc(C)ccc3C)C(=O)C2C)cc1 (stereo not drawn),-1,9,-5,8,1,1,1.9,4,12
O=C(Cc1ccccc1F)Nc1nc(-c2ccc(F)cc2)cs1,0,0,4,-9,-1,-4,6.9,-5,6
CS(=O)(=O)N1CCC(C(=O)Nc2cc(Cl)ccc2Cl)CC1,-1,-8,-7,-10,1,0,-1.9,7,-1
COC(=O)CN(C#N)c1nc(SC)nc(N(C)C)n1,29*,13,-5,4,3,-2,0.4,2,-1
O=C(Cn1nnc(-c2cccc(C(F)(F)F)c2)n1)NNS(=O)(=O)c1cccc(C(F)(F)F)c1,2,5,3,4,-2,-2,0.3,5,-2
COc1ccc2nc(SCC(=O)Nc3ccc4sc(C)nc4c3)c(C#N)cc2c1,0,-4,-3,-9,12,2,-1.5,3,13
COc1ccc(C(=O)Nc2ccc(Br)cn2)cc1S(=O)(=O)N1CCOCC1,nt,-3,-3,10,nt,2,-2.0,-5,nt
O=[N+]([O-])c1ccc2c(c1)nc1n2CCSC1,1,0,-5,1,-2,-2,1.3,4,1
Cc1cc(N2C(=O)C(=O)/C(=C(/O)c3ccccc3)C2c2cccc(Br)c2)no1 (stereo not drawn),1,2,-4,0,1,1,-1.9,6,-3

# 3 structures from above, ordered by molecular weight, low to high:
SMILES,Fh CTSL1 inh,procasp3 activ,PP1 counter,PAFAH2 inh,TPT1 inhibitor,AHR activator,PP5 primary,proCasp7 act,core dimer inh
COc1ccc2nc(SCC(=O)Nc3ccc4sc(C)nc4c3)c(C#N)cc2c1,0,-4,-3,-9,12,2,-1.5,3,13
Cc1cc(N2C(=O)C(=O)/C(=C(/O)c3ccccc3)C2c2cccc(Br)c2)no1 (stereo not drawn),1,2,-4,0,1,1,-1.9,6,-3
COc1ccc(C(=O)Nc2ccc(Br)cn2)cc1S(=O)(=O)N1CCOCC1,nt,-3,-3,10,nt,2,-2.0,-5,nt

# Results in PAFAH2 inh, proCasp7 act and PP5 primary, for some of the entries so far:
molecule,PAFAH2 inh,proCasp7 act,PP5 primary
COc1ccc2nc(SCC(=O)Nc3ccc4sc(C)nc4c3)c(C#N)cc2c1,-9,3,-1.5
COc1ccc(C(=O)Nc2ccc(Br)cn2)cc1S(=O)(=O)N1CCOCC1,10,-5,-2.0

# Source: PubChem BioAssay
